Screening results from PubChem BioAssay.
All columns: NCI-60 one-dose screen, growth in % after 48 h at 10 µM unless noted; 100 = growth as untreated, 0 = no growth, -100 = all killed.
NCI/ADR-RES: NCI/ADR-RES ovarian cells | AID 1794790 | actives 4.4% (n = 81,000)
DU-145: DU-145 prostate cancer | actives 4.2% (n = 81,000) | AID 1794760
IGROV1: IGROV1 ovarian cancer; actives 4.7% (n = 79,000); AID 1794786
OVCAR-5: OVCAR-5 ovarian cancer; actives 2.9% (n = 82,000)
OVCAR-3: OVCAR-3 ovarian cancer; actives 7% (n = 79,000)
OVCAR-4: OVCAR-4 ovarian cancer cells; actives 3.7% (n = 80,000); AID 1794784
SK-OV-3: SK-OV-3 ovarian cancer cells | actives 3.2% (n = 80,000) | AID 1794785
OVCAR-8: OVCAR-8 ovarian cancer | actives 4.4% (n = 81,000) | AID 1794782
Starred values were filed as active, the others as inactive; x = not tested or not shown; & = joins results of further samples. The calls were made as follows: active = growth percent below 10; inactive = the rest. Rows were taken by chance (roughly 9.5% active in at least one column).

smiles	NCI/ADR-RES	DU-145	IGROV1	OVCAR-5	OVCAR-3	OVCAR-4	SK-OV-3	OVCAR-8
NS(=O)(=O)c1ccc(Nc2ccnc(SCC(=O)c3ccc(Br)cc3)n2)cc1	114	102	104	112	105	85	101	92
COC(=O)c1c(C(=O)OC)c2c3ccccc3c3ccccc3n2c1C(=O)C(C)(C)C	83	96	96	98	112	58	122	91
NNC(=S)Nc1ccc(S(=O)(=O)Nc2ccc(Cl)nn2)cc1	105	110	98	99	111	114	x	104
Nc1nn(C(=O)c2ccncc2)cc1-c1ccccc1	99	112	108	102	110	77	104	93
CCCCN(CCCC)CCC(=O)c1ccc(OC)c2ccccc12	107	79	x	102	83	102	107	75
CCCCCCCCCCCCCCCCCCOC(C)=O	100	96	108	102	106	92	103	102
COC(=O)CC(CC(=O)c1ccccc1)c1ccccc1 (stereo not drawn)	106	115	94	96	103	99	x	100
C#CCOc1cccc(-c2ncc3cc(NC(=O)C=C)ccc3n2)c1	77	63	77	89	68	79	76	66
Oc1c(Br)ccc2c(O)c(Br)ccc12	97	108	96	92	98	x	101	90
O=C(O)C1CC(=O)N(Cc2ccccc2)C1 (stereo not drawn)	112	108	110	99	110	92	98	101
CO[C@H](C(=O)NC1C(O)OC(CO)C(O)C1O)[C@@H]1Cc2cc3cc(OC4CC(OC5CC(O)C(O)C(C)O5)C(O)C(C)O4)c(C)c(O)c3c(O)c2C(=O)[C@H]1OC1CC(OC2CC(OC3CC(C)(O)C(O)C(C)O3)C(O)C(C)O2)C(O)C(C)O1 (stereo partly drawn)	110	107	90	111	108	104	96	94
CCOc1cc(/C=N\NC(N)=S)ccc1O	97	105	99	89	99	106	102	101
COc1cc(C2CC(c3cc(OC)c(OC)c(OC)c3)=NN2C(C)=O)ccc1Oc1ccnc2cc(Cl)ccc12 (stereo not drawn)	83	104	106	100	111	89	97	94
Cc1csc(N/N=C/c2cn(-c3ccccc3)nc2-c2cc3ccccc3oc2=O)n1	101	102	97	100	101	104	102	97
Nc1ccc2c(=O)[nH][nH]c2c1	96	110	109	95	104	102	104	112
CCOC(=N)c1ccccc1	102	106	114	87	106	114	119	101
CC(=O)N(C(C)=O)c1ccc(N=Nc2ccccc2C)cc1C	92&102	82&90	97&105	85&87	99&95	115&110	107&109	101&112
COc1ccc(C(=O)Nc2ccc(Cl)cc2C(=O)Nc2ccncc2)cc1	88	95	62	84	81	x	88	85
Cc1cc(C(=O)Nc2ncnc3nc[nH]c23)no1	106	108	90	116	108	114	97	102
O=C(O)c1cc2ccccc2c(Br)c1O	102	109	103	103	111	x	101	104
FC(F)(F)c1ccc(-c2cccc3c2C2CC3CCN2Cc2ccccc2)cc1 (stereo not drawn)	84	90	79	86	74	77	89	100
Cc1ccc(C(=O)C(C)(C)C)c(C)c1	109	107	105	96	111	108	98	105
O=S(=O)(NC(CI)CI)c1ccccc1	91	85	53	96	65	77	89	63
COc1cccc2c1N(C)CCC2N1CCCC1=O (stereo not drawn)	100	107	102	106	112	102	100	123
NNS(=O)(=O)c1ccc([N+](=O)[O-])cc1	104	122	x	111	109	113	103	113
COc1ccc(OC)c(-c2[nH]c3ncc(-c4ccc(F)cc4)n3c(=O)c2C#N)c1	100	103	93	98	103	103	81	90
COc1ccc(-n2cc(-c3ccc(Br)cc3)nc2SCC(=O)c2ccccc2)cc1	82	99	87	109	95	58	96	45
Cc1c(C(N)=O)sc2nc(SCc3nnco3)n(Cc3ccccc3)c(=O)c12	x	101	97	110	104	99	106	103
ON=C1Cc2ccccc2C1	115	115	100	99	119	97	113	108
C[Se]C(=O)CC1=C2C=C(F)C=CC2/C(=C\c2ccc(S(C)=O)cc2)C1C (stereo not drawn)	2.6*	-51*	21	18	-7.8*	27	6.5*	-66*

Arranged by SMILES length (rising): 17 of the compounds above.
smiles	NCI/ADR-RES	DU-145	IGROV1	OVCAR-5	OVCAR-3	OVCAR-4	SK-OV-3	OVCAR-8
CCOC(=N)c1ccccc1	102	106	114	87	106	114	119	101
Nc1ccc2c(=O)[nH][nH]c2c1	96	110	109	95	104	102	104	112
O=S(=O)(NC(CI)CI)c1ccccc1	91	85	53	96	65	77	89	63
CCOc1cc(/C=N\NC(N)=S)ccc1O	97	105	99	89	99	106	102	101
Cc1ccc(C(=O)C(C)(C)C)c(C)c1	109	107	105	96	111	108	98	105
COc1cccc2c1N(C)CCC2N1CCCC1=O (stereo not drawn)	100	107	102	106	112	102	100	123
Cc1cc(C(=O)Nc2ncnc3nc[nH]c23)no1	106	108	90	116	108	114	97	102
NNS(=O)(=O)c1ccc([N+](=O)[O-])cc1	104	122	x	111	109	113	103	113
CC(=O)N(C(C)=O)c1ccc(N=Nc2ccccc2C)cc1C	92&102	82&90	97&105	85&87	99&95	115&110	107&109	101&112
COc1ccc(C(=O)Nc2ccc(Cl)cc2C(=O)Nc2ccncc2)cc1	88	95	62	84	81	x	88	85
FC(F)(F)c1ccc(-c2cccc3c2C2CC3CCN2Cc2ccccc2)cc1 (stereo not drawn)	84	90	79	86	74	77	89	100
Cc1c(C(N)=O)sc2nc(SCc3nnco3)n(Cc3ccccc3)c(=O)c12	x	101	97	110	104	99	106	103
COc1ccc(-n2cc(-c3ccc(Br)cc3)nc2SCC(=O)c2ccccc2)cc1	82	99	87	109	95	58	96	45
Cc1csc(N/N=C/c2cn(-c3ccccc3)nc2-c2cc3ccccc3oc2=O)n1	101	102	97	100	101	104	102	97
C[Se]C(=O)CC1=C2C=C(F)C=CC2/C(=C\c2ccc(S(C)=O)cc2)C1C (stereo not drawn)	2.6*	-51*	21	18	-7.8*	27	6.5*	-66*
COc1cc(C2CC(c3cc(OC)c(OC)c(OC)c3)=NN2C(C)=O)ccc1Oc1ccnc2cc(Cl)ccc12 (stereo not drawn)	83	104	106	100	111	89	97	94
CO[C@H](C(=O)NC1C(O)OC(CO)C(O)C1O)[C@@H]1Cc2cc3cc(OC4CC(OC5CC(O)C(O)C(C)O5)C(O)C(C)O4)c(C)c(O)c3c(O)c2C(=O)[C@H]1OC1CC(OC2CC(OC3CC(C)(O)C(O)C(C)O3)C(O)C(C)O2)C(O)C(C)O1 (stereo partly drawn)	110	107	90	111	108	104	96	94

Continued:
smiles	NCI/ADR-RES	DU-145	IGROV1	OVCAR-5	OVCAR-3	OVCAR-4	SK-OV-3	OVCAR-8
COc1ccc(N2CN(c3nc4ccc(NS(=O)(=O)c5ccc(OC)c(OC)c5)cc4s3)C(=O)c3cccnc32)cc1	98	96	106	107	106	104	111	105
O=C(O)c1ccc(-c2nn(-c3ccc(C(=O)O)cc3)cc2/C=N/Nc2nc(-c3ccncc3)cs2)cc1	108	111	91	105	111	108	110	98
COc1cc2c(Nc3ccc(-c4ccc(N)cc4)cc3)ncnc2c(OC)c1OC	49	35	22	40	41	51	36	41
Cc1ccccc1C(c1ccccc1)c1ccccc1C	104	117	92	85	104	108	75	90
CCCCC1COc2cccc3c(SCC(=O)N(Cc4ccccc4)c4ccc(OC)cc4)cc[n+]1c23 (stereo not drawn)	107	113	114	117	100	102	x	103
CCOC(=O)C1=C(C)N2C(=NC3=C(CCCC/C3=C\c3ccc(OC)c(OC)c3)C2c2ccc(OC)c(OC)c2)S1 (stereo not drawn)	95	103	83	94	97	79	86	104
Cc1cc(Cl)nc(N2CCN(CC(=O)Nc3ccc4c(ccn4Cc4ccccc4)c3)CC2)n1	87	104	106	94	101	85	x	89
COc1cccc(Cc2cc(-c3ccccc3)nn(C/C(=N\O)c3ccccc3)c2=O)c1	58	97	x	102	81	62	99	81
COc1ccc2c(c1)c(-c1nonc1-c1cn(C)c3ccc(OC)cc13)cn2C	22	71	47	56	11	62	48	53
O=COCC(O)COC=O	105	105	95	106	108	102	88	x
CC(=O)O[C@]1(C(C)=O)CC[C@H]2[C@@H]3C[C@H](Cl)C4=CC(=O)CC[C@]4(C)[C@H]3CC[C@@]21C	72	x	x	78	96	82	94	95
O=C(O)c1cn(C2CC2)c2cc(N3CCN(Cc4ccccc4O)CC3)c(F)cc2c1=O	76	84	72	93	87	90	81	66
O=C(Cn1c[n+](CC(=O)c2ccc([N+](=O)[O-])cc2)c2ccccc21)Nc1cccc2cccnc12	102	85	71	94	39	20	109	93
CCN(CC)CCOC(=O)c1ccc(NC(=O)Nc2ccccc2)cc1	99	104	106	100	106	107	100	98
CC(C)C[C@@H]1NC(=O)[C@H](Cc2c[nH]c3ccccc23)NC(=O)[C@H](CO)NC(=O)[C@H](CCCNC(=N)N)NC(=O)[C@H](CC(C)C)NC(=O)[C@H](CCCNC(=N)N)NC(=O)[C@H](Cc2ccc(O)cc2)NC(=O)[C@H](Cc2ccc(O)cc2)NC(=O)[C@H](CO)NC(=O)[C@@H]2CCCN2C(=O)CNC(=O)[C@H](CC(N)=O)NC(=O)[C@@H](Cc2ccc(O)cc2)NC(=O)CSC[C@@H](C(N)=O)NC(=O)[C@H](CO)NC(=O)[C@H](CO)NC1=O	114	100	130	121	107	99	106	110
COc1ccc(C(=O)COc2ccc(/C=C3\Oc4ccc(OC)cc4C3=O)cc2)cc1	109	116	x	117	103	115	102	88
CC(=O)c1cc(C(=O)N2c3ccccc3Sc3ccccc32)n2ccc(C)cc12	18	57	37	67	58	52	100	46
COc1ccc(-n2nc(C)c3c(Nc4ccc(NC(=O)Nc5cc(C(F)(F)F)ccc5F)cc4)ncnc32)cc1	24	64	39	25	25	58	29	26
COc1ccc2nc(C)c(C)nc2c1	114	116	114	103	116	115	102	111
CCOC(=O)C1=C(N)N(c2ccccc2)C2=C(C(=O)CC(C)(C)C2)C1c1cccnc1 (stereo not drawn)	87	107	98	93	113	99	99	102
CCOc1c(C#N)c2c(N)ncnc2n1C1OC(CO)C(O)C1O (stereo not drawn)	62	-11*	-58*	84	-41*	56	53	90
Brc1ccccc1C[n+]1cccc2ccccc21	98	100	78	100	94	92	86	89
C=Cc1nnnn1C12CC3CC(CC(C3)C1)C2	108	111	116	114	104	116	99	99
COc1ccc(/C=N/C2=C(C#N)C(c3ccccc3Cl)c3ccc4ccccc4c3O2)cc1 (stereo not drawn)	96	106	81	109	90	83	97	88
CN1c2ccccc2N(C)C1c1ccc2c(c1)OCO2	75	92	x	117	71	x	116	82
COc1cccc(N)c1N	98	104	93	105	105	111	84	103
COc1ccc2c(c1)sc1nc(-c3ccccc3)c(-c3cccnc3)n12	96	107	95	110	113	88	108	104
CC1=N/C(=C\c2cccc(C#N)c2)C(=O)O1	106	110	108	109	105	116	105	114
Nc1nc(SCc2cccc([N+](=O)[O-])c2)c2[nH]cnc2n1	98	104	89	101	x	99	109	97
Nc1ccc(Cl)nc1	94	106	130	94	110	106	102	116
COc1ccc(C(=O)/C=C/c2ccc3c(c2)OCO3)cc1S(=O)(=O)Nc1cccnc1	88	90	86	99	78	82	102	86
COC(=O)C(N)Cc1ccc(OC(c2ccccc2)(c2ccccc2)c2ccccc2)cc1 (stereo not drawn)	106	114	114	100	112	94	105	98
Cc1ccccc1-n1c(C)nc2cc(N3C(=O)CSC3c3ccc(F)cc3)ccc2c1=O (stereo not drawn)	109	106	110	121	116	116	97	107
O=C1NC(=O)C(=Cc2cn(CCCn3cc(C=C4C(=O)NC(=O)NC4=O)c4ccccc43)c3ccccc23)C(=O)N1	93	104	87	94	113	101	110	106
COc1ccc(-c2nc(C#N)c(N3CCC(S(=O)(=O)N4CCOCC4)CC3)o2)cc1	97	100	93	97	x	98	107	106
Clc1ccc(-c2ccc(-n3ccnc3)nn2)cc1	104	106	95	114	112	119	x	103
COc1ccc(-n2c(SCc3nnc(NC(=O)c4ccccc4)s3)nc3ccc(Cl)cc3c2=O)cc1	103	110	97	103	108	99	96	100
Cc1c(Cl)ccc2c1-n1cccc1C(C)C2 (stereo not drawn)	112	110	98	107	119	x	107	111
CC1(C)CC(=O)C(C(N)=O)C(=O)C1	103	101	103	102	103	113	105	108
O=C(CCc1ccccc1)Nc1ccccc1OC(=O)c1ccccc1	104	117	123	115	116	95	102	108
Cc1nn(-c2nc3ccccc3s2)c(N)c1-c1ccc(Cl)cc1	100	101	94	102	103	102	92	105
Cn1c(=O)c2[nH]c(SC/C(=N/O)c3ccccc3)nc2n(C)c1=O	102	113	99	104	113	110	105	99
O=S(=O)(O)c1ccc(O)c(C2CCCCC2)c1	118	112	107	103	113	94	97	102
CCN(CC)CCCNc1nccc2ccc(Cl)cc12	105	113	118	92	105	108	100	95
